Assay outcomes: PubChem BioAssay, Sanford-Burnham Center for Chemical Genomics
Mdm2-MdmX inh – inhibitors of human Mdm2-MdmX association, primary screen, cell-based, luminescence, split luciferase, SaOS-2, uHTS | Protein Mdm4 (Homo sapiens) + E3 ubiquitin-protein ligase Mdm2 (Homo sapiens), … | 330,000 tested, 3% active | SaOS-2 split-luciferase Mdm2/MdmX complementation | inhibition, % at 8 µM;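 active = inhibition of at least 50% at 8 µM in the primary screen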
CXCR6 block – CXCR6 receptor inhibitors, primary screen, cell-based, beta-arrestin, luminescence, CHO-K1 PathHunter, 1536-well; C-X-C chemokine receptor type 6 (Homo sapiens), O00574; inhibition, % at 20 µM; 360,000 tested, 0.36% active; AID 602244, 2012; in the data active = inhibition above about 34%, passing the limit was not always enough;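 also: antagonist mode with CXCL16 agonist at 10 nM final; 0% = 10 nM CXCL16 with DMSO and 100% = unstimulated wells without agonist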
Target sequence (O00574 whole entry, looked up): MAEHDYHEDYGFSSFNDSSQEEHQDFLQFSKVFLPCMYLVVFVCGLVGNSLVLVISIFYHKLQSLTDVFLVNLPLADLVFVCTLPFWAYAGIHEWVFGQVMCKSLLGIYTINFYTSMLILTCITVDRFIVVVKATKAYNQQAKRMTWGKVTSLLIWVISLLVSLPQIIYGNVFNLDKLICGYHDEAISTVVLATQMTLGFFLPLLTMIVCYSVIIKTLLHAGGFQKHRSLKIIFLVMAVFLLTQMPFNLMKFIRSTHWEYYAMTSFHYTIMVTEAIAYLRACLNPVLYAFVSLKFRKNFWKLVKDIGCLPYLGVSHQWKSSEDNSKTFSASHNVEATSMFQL
tim23-1 inh – growth inhibitors of tim23-1 mutant yeast, primary screen, luminescence, uHTS; S. cerevisiae tim23-1 growth, BacTiter-Glo luminescence, 24 h; inhibition, % at 20 µM; 330,000 tested, 1.3% active; AID 463212, 2010;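 active = growth inhibition of the mutant yeast at or above 50%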;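 also: temperature-sensitive mutant grown at 25 °C; plate controls were DMSO-treated mutant yeast for no effect and medium wells lacking yeast for full effect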
XBP1 UPR activ – activators of adaptive XBP1 UPR arm, primary screen, cell-based, CHO-XBP1 luciferase reporter, luminescence, uHTS | AID 463104, 2010 | activation, % at 20 µM | 330,000 tested, 0.33% active | IRE1-XBP1 UPR activation; percent of tunicamycin response, DMSO as zero;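 active = versus positive control, 20 µM dose yields 30% or more activation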;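 also: 100% = tunicamycin at 10 µg/mL and 0% = DMSO only wells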
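Signal: luciferase luminescence; Assay system: CHO-XBP1 luciferase reporter cells; Amount: one thousand reporter cells per well; Dosing: 20 µM single concentration, DMSO 1%; Benchmarks: high control tunicamycin 10 µg/mL final, low control DMSO vehicle only; Schedule: 6 h compound exposure at 37 °C, 5% CO2; Evaluation: percent activation relative to tunicamycin reference.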
EBI2 block – EBI2 receptor antagonists, beta-arrestin recruitment, primary screen, cell-based, luminescence, 7a,25-OHC stimulation, uHTS; G-protein coupled receptor 183 (Homo sapiens), P32249; 7a,25-OHC stimulated; AID 651636, 2012; 360,000 tested, 0.81% active; inhibition, % at 5 µM; in the data active = inhibition above about 38%;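 also: enzyme fragment complementation signal reports receptor beta-arrestin coupling in cells; 0% = agonist plus DMSO wells and 100% = wells without agonist; some results beyond the cut were filed as inactive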
Target sequence (P32249 whole entry, looked up, the tested form may be a part): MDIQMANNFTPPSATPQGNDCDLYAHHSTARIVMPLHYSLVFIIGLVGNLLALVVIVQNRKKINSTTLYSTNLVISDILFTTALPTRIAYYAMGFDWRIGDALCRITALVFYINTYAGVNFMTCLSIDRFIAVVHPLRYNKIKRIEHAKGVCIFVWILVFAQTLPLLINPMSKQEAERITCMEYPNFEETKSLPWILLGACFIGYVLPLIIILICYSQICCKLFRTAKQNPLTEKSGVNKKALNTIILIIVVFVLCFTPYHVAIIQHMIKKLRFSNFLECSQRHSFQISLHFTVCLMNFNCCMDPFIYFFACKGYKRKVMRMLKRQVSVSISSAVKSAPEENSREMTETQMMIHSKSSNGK
APJ antag – antagonists of human apelin receptor APJ, primary screen, CHO-K1 cells, beta-arrestin complementation, luminescence | P35414 | inhibition, % at 20 µM | 330,000 tested, 0.32% active;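 active = inhibition above about 40% at 20 µM, limit read from the data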;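 also: cells challenged with 10 nM apelin-13 agonist together with compound; plate controls were apelin-13 plus DMSO wells for no effect and DMSO wells lacking apelin-13 for full effect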
CCR6 antag – CCR6 receptor antagonists, primary screen, cell-based, CHO-K1, luminescence, beta-arrestin, uHTS; C-C chemokine receptor type 6 (Homo sapiens), P51684; CHO-K1 CCR6 PathHunter beta-arrestin, CCL20-stimulated; inhibition, % at 20 µM; 340,000 tested, 0.49% active; AID 493098, 2011;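 active = compounds whose inhibition of the agonist-driven luminescence signal at 20 µM reaches about 50%, limit read from the data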;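 also: cells stimulated with CCL20 at 14 nM final; plate controls were DMSO with CCL20 for no effect and DMSO without agonist for full effect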
Target sequence (P51684 whole entry, looked up): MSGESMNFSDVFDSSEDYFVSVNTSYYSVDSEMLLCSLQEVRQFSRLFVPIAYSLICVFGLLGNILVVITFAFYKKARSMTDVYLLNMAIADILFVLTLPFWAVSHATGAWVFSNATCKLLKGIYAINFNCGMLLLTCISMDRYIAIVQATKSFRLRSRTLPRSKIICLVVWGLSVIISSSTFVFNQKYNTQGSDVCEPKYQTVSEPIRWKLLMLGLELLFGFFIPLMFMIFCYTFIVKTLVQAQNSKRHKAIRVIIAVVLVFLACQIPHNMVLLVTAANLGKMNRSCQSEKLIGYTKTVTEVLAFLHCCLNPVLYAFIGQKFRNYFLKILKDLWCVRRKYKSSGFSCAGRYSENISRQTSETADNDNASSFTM
APJ agonist – agonists of human apelin receptor APJ, primary screen, CHO-K1 cells, PathHunter beta-arrestin, luminescence | 0% DMSO wells, 100% apelin | activation, % at 20 µM | 330,000 tested, 0.11% active | AID 2520, 2010;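 active = activation more than six SD over the plate average, tested at 20 µM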;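 also: 0% = DMSO alone and 100% = apelin-13 at 10 nM; some results filed as inactive read as strong as hits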
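Material: engineered CHO-K1 APJ arrestin reporter cells; amount: 1000 CHO-K1 reporter cells seeded per well; incubation: compound stimulation 90 min at 25 °C, detection 60 min; signal: luminescent beta-gal fragment complementation, chemiluminescent substrate; read-out basis: APJ agonist activity; controls: DMSO-only wells as negative, 10 nM Apelin-13 as positive control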
UPR CHOP act – activators of apoptotic CHOP UPR arm, primary screen, cell-based, CHO-CHOP luciferase reporter, luminescence, uHTS | UPR activation; percent of tunicamycin response over DMSO baseline | activation, % at 10 µM | 330,000 tested, 0.34% active;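 active = at 10 µM dose, activation of 40% or more, normalized to positive control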;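 also: 100% = tunicamycin at 10 µg/mL and 0% = DMSO alone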
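Test system: CHO-CHOP cells, stable luciferase reporter of PERK-eIF2a-CHOP signalling | Quantity: 500 CHO-CHOP cells per well | Buffer or medium: F12 plus 10% serum | Compound dosing: 10 µM single point, 0.5% DMSO | Schedule: 6 h compound treatment, 37 °C | Signal: Luciferase luminescence | Control set: Tunicamycin high control, DMSO low control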
Active calls of the source: *; & = joins results of further samples. This is a subset. The share of hits here may be higher or lower than overall.

For Cc1occc1C(=O)OCC(=O)Nc1ccc(F)cc1 the results were Mdm2-MdmX inh 1, CXCR6 block 0, tim23-1 inh 0, XBP1 UPR activ 4, EBI2 block -8, APJ antag -10, CCR6 antag 2, APJ agonist -3 and UPR CHOP act 2.2.
CC(C)(C)N1[C@@H](CC(=O)O)c2cc(C(F)(F)F)ccc2S1(=O)=O was read as Mdm2-MdmX inh 9, CXCR6 block 0, tim23-1 inh -5, XBP1 UPR activ 3, EBI2 block 8, APJ antag -22, CCR6 antag 13, APJ agonist -6 and UPR CHOP act 1.3.
For Cc1ccc(NC(=O)c2ccc(NC3=NC4CS(=O)(=O)CC4S3)cc2)cc1 (stereo unspecified) the results were Mdm2-MdmX inh 28, CXCR6 block -5, tim23-1 inh 3, XBP1 UPR activ -4, EBI2 block -10, APJ antag 3, CCR6 antag -2, APJ agonist -3 and UPR CHOP act 0.1.
`CN1C(C(=O)Nc2ccccn2)=C(O)c2sccc2S1(=O)=O` gave Mdm2-MdmX inh -31, CXCR6 block 12, tim23-1 inh -8, XBP1 UPR activ -7, EBI2 block 3, APJ antag 3, CCR6 antag 7, APJ agonist 3 and UPR CHOP act -0.9.
Screening COc1cc(/C=C/C(=O)O)ccc1OS(=O)(=O)c1ccc(C)cc1 returned Mdm2-MdmX inh 26, CXCR6 block -4, tim23-1 inh -13, XBP1 UPR activ -1, EBI2 block -2, APJ antag 10, CCR6 antag 7, APJ agonist -1 and UPR CHOP act -0.2.
`CCN(C(=O)CSc1nnc(Nc2ccccc2C)s1)C1CCS(=O)(=O)C1` (stereo unspecified) gave Mdm2-MdmX inh -3, CXCR6 block -10, tim23-1 inh 9, XBP1 UPR activ -1, EBI2 block -2, APJ antag -7, CCR6 antag 14, APJ agonist 0 and UPR CHOP act -0.8.
For Nn1c(SCC(=O)Nc2ccc3c(c2)CCC3)nnc1C1CC1 the results were Mdm2-MdmX inh -1, CXCR6 block -7, tim23-1 inh 3, XBP1 UPR activ 0, EBI2 block -2, APJ antag 7, CCR6 antag -4, APJ agonist -2 and UPR CHOP act 2.5.
Screening CCCNC(C)C(=O)Nc1ccccc1C (stereo unspecified) returned Mdm2-MdmX inh -30, CXCR6 block -2, tim23-1 inh -3, XBP1 UPR activ -5, EBI2 block 1, APJ antag 10, CCR6 antag 6, APJ agonist -4 and UPR CHOP act -2.2.
CCN1CCN(Cc2ccc(NC(=O)c3cc(NC(=O)N4CCNC4=O)cc(OC)c3)cc2C(F)(F)F)CC1 was read as Mdm2-MdmX inh 76*, CXCR6 block 1&1, tim23-1 inh -4, XBP1 UPR activ 2, EBI2 block -14&-9, APJ antag 8, CCR6 antag 9, APJ agonist 2 and UPR CHOP act -0.6.
For Cc1ccc(Cl)cc1NC(=O)CC1NCCNC1=O (stereo unspecified) the results were Mdm2-MdmX inh -12, CXCR6 block -6, tim23-1 inh 15, XBP1 UPR activ -1, EBI2 block 2, APJ antag -3, CCR6 antag -5, APJ agonist -1 and UPR CHOP act 1.4.
For CCCc1nn(C)c(C(=O)Nc2ccccc2)c1Cl the results were Mdm2-MdmX inh 39, CXCR6 block 0, tim23-1 inh 9, XBP1 UPR activ -2, EBI2 block 2, APJ antag -2, CCR6 antag 3, APJ agonist 0 and UPR CHOP act 1.6.
For CC1=CCC(C(=O)O)C(C(=O)Nc2ccc(-c3nc4ccc(C)cc4s3)cc2)C1 (stereo unspecified) the results were Mdm2-MdmX inh -63, CXCR6 block 10, tim23-1 inh 32, XBP1 UPR activ -1, EBI2 block 4, APJ antag -5, CCR6 antag 2, APJ agonist -4 and UPR CHOP act 2.9.
`COc1cc(-c2cc(C(=O)NN3CCN(C)CC3)c3ccccc3n2)cc(OC)c1OC` gave Mdm2-MdmX inh 17, tim23-1 inh 4, XBP1 UPR activ 0, APJ antag 7, APJ agonist -2 and UPR CHOP act 1.2.
For COc1ccc(OCC(=O)Nc2nc3ccccc3[nH]2)cc1 the results were Mdm2-MdmX inh -11, CXCR6 block 0, tim23-1 inh -8, XBP1 UPR activ 6, EBI2 block -13, APJ antag 3, CCR6 antag -1, APJ agonist -1 and UPR CHOP act 5.3.
Screening O=C(Nc1ccc2c(c1)OCO2)C1CCCN1C(=O)NCc1ccccc1 (stereo unspecified) returned Mdm2-MdmX inh 9, CXCR6 block -1, tim23-1 inh 13, XBP1 UPR activ -2, EBI2 block -6, APJ antag 6, CCR6 antag 2, APJ agonist 2 and UPR CHOP act -0.5.

Molecules from the list above that contain a Cl atom:
For Cc1ccc(Cl)cc1NC(=O)CC1NCCNC1=O (stereo unspecified) the results were Mdm2-MdmX inh -12, CXCR6 block -6, tim23-1 inh 15, XBP1 UPR activ -1, EBI2 block 2, APJ antag -3, CCR6 antag -5, APJ agonist -1 and UPR CHOP act 1.4.
For CCCc1nn(C)c(C(=O)Nc2ccccc2)c1Cl the results were Mdm2-MdmX inh 39, CXCR6 block 0, tim23-1 inh 9, XBP1 UPR activ -2, EBI2 block 2, APJ antag -2, CCR6 antag 3, APJ agonist 0 and UPR CHOP act 1.6.

2 entries drawn at random from the list so far, as already listed:
Screening CCCNC(C)C(=O)Nc1ccccc1C (stereo unspecified) returned Mdm2-MdmX inh -30, CXCR6 block -2, tim23-1 inh -3, XBP1 UPR activ -5, EBI2 block 1, APJ antag 10, CCR6 antag 6, APJ agonist -4 and UPR CHOP act -2.2.
For CC1=CCC(C(=O)O)C(C(=O)Nc2ccc(-c3nc4ccc(C)cc4s3)cc2)C1 (stereo unspecified) the results were Mdm2-MdmX inh -63, CXCR6 block 10, tim23-1 inh 32, XBP1 UPR activ -1, EBI2 block 4, APJ antag -5, CCR6 antag 2, APJ agonist -4 and UPR CHOP act 2.9.

Following part
Screening O=C(CCC1CCCCC1)Nc1ccc(C(=O)c2ccncc2)cc1 returned Mdm2-MdmX inh 0, CXCR6 block -8, tim23-1 inh 43, XBP1 UPR activ -3, EBI2 block 18, APJ antag -16, CCR6 antag 8, APJ agonist -4 and UPR CHOP act -1.0.
CCOC(NC(=O)c1ccccc1)C(NC(=O)c1ccccc1)OCC (stereo unspecified) was read as Mdm2-MdmX inh -19, CXCR6 block 8, tim23-1 inh 14, XBP1 UPR activ -3, EBI2 block 2, APJ antag -10, CCR6 antag 0, APJ agonist -1 and UPR CHOP act 0.1.
COc1ccc(C(=O)OCC(=O)Nc2ccc(OC)c(S(=O)(=O)N3CCCCC3)c2)cc1[N+](=O)[O-] was read as Mdm2-MdmX inh 11, CXCR6 block 0, tim23-1 inh -10, XBP1 UPR activ 1, EBI2 block 0, APJ antag 0, CCR6 antag 14, APJ agonist 3 and UPR CHOP act 2.6.
For O=C(Cc1ccc([N+](=O)[O-])cc1)N/N=C/c1ccco1 the results were Mdm2-MdmX inh 22, CXCR6 block -2, tim23-1 inh -15, XBP1 UPR activ 1, EBI2 block -4, APJ antag 1, CCR6 antag -1, APJ agonist -3 and UPR CHOP act 0.0.
`N#CC(C(=O)Nc1ccccc1)=C1Nc2ccccc2N1` gave Mdm2-MdmX inh -17, CXCR6 block 0, tim23-1 inh 22, XBP1 UPR activ 1, EBI2 block 6, APJ antag 4, CCR6 antag 14, APJ agonist -7 and UPR CHOP act 2.6.
For Cc1ccc(-n2ncc3c(=O)n(CC(=O)NCc4ccco4)cnc32)cc1 the results were Mdm2-MdmX inh 31, CXCR6 block -2, tim23-1 inh 15, XBP1 UPR activ -1, EBI2 block -5, APJ antag -10, CCR6 antag 1, APJ agonist 15 and UPR CHOP act -1.6.
`O=C(CSc1cccs1)NCCc1ccccc1` gave Mdm2-MdmX inh -28, CXCR6 block -6, tim23-1 inh 20, XBP1 UPR activ 2, EBI2 block 7, APJ antag -6, CCR6 antag 11, APJ agonist 0 and UPR CHOP act 1.1.
Screening CC1CCN(CCCNC(=O)CCNC(=O)Cn2cnc3ccccc3c2=O)CC1 returned Mdm2-MdmX inh -5, CXCR6 block -8, tim23-1 inh 13, XBP1 UPR activ -2, EBI2 block -2, APJ antag 2, CCR6 antag 0, APJ agonist 0 and UPR CHOP act -1.5.
`O=C(Cn1cnc2ccccc2c1=O)OCCCCN1C(=O)c2ccccc2C1=O` gave Mdm2-MdmX inh -10, CXCR6 block -11, tim23-1 inh 19, XBP1 UPR activ -1, EBI2 block 2, APJ antag 2, CCR6 antag 6, APJ agonist -4 and UPR CHOP act -1.3.
`CN(Cc1ccccc1)C(=O)CCS(=O)(=O)c1ccc2c(c1)n(C)c(=O)c(=O)n2C` gave Mdm2-MdmX inh 3, CXCR6 block -1, tim23-1 inh 7, XBP1 UPR activ 0, EBI2 block 0, APJ antag -2, CCR6 antag -22, APJ agonist -5 and UPR CHOP act 0.9.
Screening Cc1cc(/C=N/NC(N)=S)c(C)n1-c1ccc(Cl)c(Cl)c1 returned Mdm2-MdmX inh 17, CXCR6 block 1, tim23-1 inh -23, XBP1 UPR activ 23, EBI2 block 19, APJ antag 3, CCR6 antag 12, APJ agonist -1 and UPR CHOP act 4.6.
For COc1ccccc1C(=O)NC(C)c1ccccc1 (stereo unspecified) the results were Mdm2-MdmX inh 15, CXCR6 block 2, tim23-1 inh 10, XBP1 UPR activ -2, EBI2 block -2, APJ antag 16, CCR6 antag -16, APJ agonist -3 and UPR CHOP act -1.1.
For O=C1C2C3c4ccccc4C(c4ccccc43)C2C(=O)N1/N=C/c1cccc(O)c1 (stereo unspecified) the results were Mdm2-MdmX inh 8, CXCR6 block 4, tim23-1 inh 24, XBP1 UPR activ -3, EBI2 block 18, APJ antag 14, CCR6 antag 28, APJ agonist 2 and UPR CHOP act 0.7.
COc1ccc(CNC(=O)CN(c2cc(C)cc(C)c2)S(=O)(=O)c2c(C)noc2C)cc1 was read as Mdm2-MdmX inh 24, CXCR6 block 5, tim23-1 inh 21, XBP1 UPR activ -1, EBI2 block 2, APJ antag 3, CCR6 antag 4, APJ agonist 1 and UPR CHOP act 0.5.
Cc1ccccc1CCN1CCCC(CN(C)C(=O)C(=O)c2ccco2)C1 (stereo unspecified) was read as Mdm2-MdmX inh -29, CXCR6 block -11, tim23-1 inh 16, XBP1 UPR activ -1, EBI2 block 3, APJ antag 5, CCR6 antag 3, APJ agonist 4 and UPR CHOP act 1.4.
